Screening data from PubChem BioAssay.
SENP8 block-1: blocks human SENP8 cleavage of Nedd8 substrate; AID 602440; inhibition, % at 20 µM; recombinant SENP8, Nedd8 substrate fluorescence; 360,000 compounds, 0.64% hits; Q96LD8; in the data active = inhibition mostly above about 40%, no sharp cut-off; inactive = mostly below about 27%
Target sequence (Q96LD8 whole entry, looked up): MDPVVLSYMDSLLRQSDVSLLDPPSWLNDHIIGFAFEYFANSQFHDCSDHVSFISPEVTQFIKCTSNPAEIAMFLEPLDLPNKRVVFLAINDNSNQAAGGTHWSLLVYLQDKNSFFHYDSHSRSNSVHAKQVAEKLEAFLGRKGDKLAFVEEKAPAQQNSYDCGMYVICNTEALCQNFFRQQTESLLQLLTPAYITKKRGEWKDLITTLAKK
HKDC1 inh: HKDC1 (human) hexokinase inhibition; Q2TB90; recombinant HKDC1, G6PDH/diaphorase resazurin coupled fluorescence; inhibition, % at 20 µM; 340,000 compounds, 0.16% hits;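 active = inhibition above about 35% when tested at 20 µM, limit read from the data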;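 also: plate controls were DMSO wells with enzyme for no effect and DMSO wells lacking enzyme for full effect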
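Test system: recombinant HKDC1 (HK5) hexokinase enzyme, produced in-house; Amount: enzyme 5 µg/mL final; Buffer or medium: Tris pH 8.0 buffer with MgCl2, Tween-20, BSA, BME; Reagent: glucose and ATP substrates; Doses: 20 µM test compound, 1% DMSO; Incubation: 90 min reaction incubation at room temperature, dark; Detection: resorufin fluorescence at 613 nm.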
SENP6 inh: inhibitors of human SENP6 protease; Recombinant SENP6 catalytic domain, aminoluciferin luminescence; AID 2599; 330,000 compounds, 1.8% hits; inhibition, % at 10 µM;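 active = inhibition above about 50% at the single tested dose, limit read from the data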;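 also: plate controls were DMSO wells with enzyme for no effect and DMSO wells lacking enzyme for full effect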
SENP7 block: blocks the human protease SENP7; AID 434973; inhibition, % at 5 µM; recombinant SENP7, Z-RLRGG-aminoluciferin luminescence, 40 min; 330,000 compounds, 1.5% hits; Q9BQF6;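 active = inhibition above about 50% at the single test dose, limit read from the data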;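 also: plate controls were DMSO with enzyme for no effect and no enzyme buffer wells for full effect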
Target sequence (Q9BQF6 706-1050 limits assumed): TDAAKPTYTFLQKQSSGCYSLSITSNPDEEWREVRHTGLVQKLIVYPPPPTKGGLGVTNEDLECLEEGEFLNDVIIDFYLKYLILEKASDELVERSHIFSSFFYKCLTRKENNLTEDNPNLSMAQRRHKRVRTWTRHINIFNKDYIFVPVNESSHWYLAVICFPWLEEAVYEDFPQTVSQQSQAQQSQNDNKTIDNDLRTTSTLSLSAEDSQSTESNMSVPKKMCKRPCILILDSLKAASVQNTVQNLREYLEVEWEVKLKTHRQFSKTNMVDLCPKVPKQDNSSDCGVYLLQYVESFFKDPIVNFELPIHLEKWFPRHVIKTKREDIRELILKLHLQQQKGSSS
SENP1 FRET inh: blocks the human SENP1 SUMO protease catalytic domain; AID 624204; inhibition, % at 10 µM; Q9P0U3; 360,000 compounds, 0.21% hits; recombinant SENP1 catalytic domain, CyPet-SUMO1-YPet FRET cleavage;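 active = inhibition at least 30% at 10 µM, raw YFP signal under a set limit, fluorescence ratio 0.5 to 1.5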;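 also: 0% = enzyme with DMSO and 100% = no enzyme wells; some results filed as inactive read as strong as hits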
Target sequence (Q9P0U3 419-644 limits assumed): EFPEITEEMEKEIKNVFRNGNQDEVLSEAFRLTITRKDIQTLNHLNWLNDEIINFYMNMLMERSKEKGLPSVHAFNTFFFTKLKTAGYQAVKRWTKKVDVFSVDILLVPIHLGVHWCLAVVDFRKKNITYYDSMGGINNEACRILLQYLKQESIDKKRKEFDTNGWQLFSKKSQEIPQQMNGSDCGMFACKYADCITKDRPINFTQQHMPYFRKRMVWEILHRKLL
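system = hSENP1 catalytic domain, recombinant | reagent = SFCypet-SUMO1-SFYpet substrate at 25 nM | doses = one dose per compound, 10 µM, 0.5% DMSO | incubation = enzyme reaction for 50 min at room temperature, dark | measured by = FRET, CFP and YFP emission | controls = no-enzyme low, enzyme-DMSO high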
SENP8 block-2: inhibitors of human SENP8 protease; Q96LD8; inhibition, % at 10 µM; 330,000 compounds, 1.2% hits; AID 2540; purified SENP8, Z-RLRGG-aminoluciferin cleavage, luminescence; in the data active = inhibition above about 50%
PfGluPho inh: PfG6PD (Plasmodium falciparum) enzyme inhibition; PfGluPho enzyme, NADPH resazurin-diaphorase fluorescence; inhibition, % at 20 µM; 350,000 compounds, 0.78% hits;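 active = inhibition reaching at least a set limit at 20 µM in the primary screen, cut at about 59% in these data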;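 also: 0% = DMSO wells with substrate and 100% = DMSO wells lacking glucose-6-phosphate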
Apaf-1 inh: human Apaf-1 inhibition; O14727; reconstituted apoptosome caspase-3 activity, DEVD-Rh110 fluorescence; inhibition, % at 20 µM; 330,000 compounds, 0.71% hits; active = inhibition of at least 40% at 20 µM;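 also: plate controls were DMSO wells for no effect and DEVD-CHO caspase inhibitor wells for full effect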
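Material: cell-free apoptosome with Apaf-1, procaspase-3 and caspase-9; Buffer or medium: Hepes pH 7.5 with detergent and BSA; Reagent: cytochrome c trigger plus (Z-DEVD)2-Rh110 caspase-3 substrate; Times: compound with Apaf-1, dATP, procaspase-3 30 min, then 50 min reaction, room temperature; Technique: Rh110 fluorescence intensity.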
* = called active by the depositor; i = inactive; & = joins results of further samples.

SMILES	SENP8 block-1	HKDC1 inh	SENP6 inh	SENP7 block	SENP1 FRET inh	SENP8 block-2	PfGluPho inh	Apaf-1 inh
CCOc1ccccc1NC(=O)COC(=O)C1CCC1	0	-5	-12	-2	-1	-1	-6	2
CC1CCN(C(=S)NC(=O)c2cccc([N+](=O)[O-])c2)CC1	7	6	-12	-1	3	0	-4	11
O=c1oc2ccccc2cc1-c1nc2c(s1)CCCC2	-315	-3	48	99*	-27	94*	14	3
Cc1ccc(C(=O)N2CCN(c3ncccn3)CC2)cc1	-2	-3	-10	-6	0	-13	7	5
Cc1sc(-c2ccncc2)nc1OC(=O)c1cc(Cl)cc(Cl)c1	-64	2	7	9	8	-7	9	7
Cc1ccc2c(C)cc[n+](CCCS(=O)(=O)[O-])c2c1	-118	-1	0	-3	-3	-11	-7	2
CCCc1[nH]nc2c1C(c1cccc(OC(=O)c3ccco3)c1)C(C#N)=C(N)O2 (stereo unspecified)	5	-4	1	0	1	7	6	1
COc1ccc(Nc2nnc(SCc3cc(=O)n4ccsc4n3)s2)cc1	-13	15	-7	9	31*	6	82*	15
C[C@]12CCC(=O)C=C1CC[C@@H]1[C@@H]2[C@@H](O)C[C@@]2(C)[C@H]1CC[C@]2(O)C(=O)CO	-1&0	-6&-6	-8&-11	-9&-5	2&1	-3&-2	-6&-9	-6&-1
CC(C)Oc1ccc(CNC(=S)N/N=C/c2cccnc2)cc1	2	-6	-6	-1	2	3	-1	10
Cc1nnsc1C(=O)NNC(=O)c1cccc2ccccc12	0	-2	-11	4	-1	-8	13	-21
O=C(Nc1ccccc1F)c1ccn[nH]1	16	-11	-6	0	2	-3	5	-14
COc1ccc(CCN2CC(C(=O)Nc3cccc(C(C)=O)c3)CC2=O)cc1OC (stereo unspecified)	10	-1	-14	2	2	-5	-23	-4
O=C(CN1CCCc2ccccc21)N/N=C/c1ccc(F)cc1F	28	-3	-3	-1	16	-8	15	12
CCN(CCCNC(=O)c1c(C)cc(=O)oc1C)c1ccccc1	16	21	-15	-6	2	-12	0	0
CCN(CC(=O)Nc1ccccc1OC)CC(=O)Nc1sccc1C#N	11	-3	3	-4	-4	3	6	-20
Cc1ccc(C(=O)N2CCOCC2)cc1S(=O)(=O)N1CCOCC1	-3	0	-5	-6	-2	-5	1	2
O=C(c1cc(-c2ccc(Cl)cc2)n(-c2cc(Cl)ccc2Cl)n1)N1CCOCC1	24	2	-12	3	0	-1	78*	18
COc1cc(OC)c2ccc(=O)oc2c1C(CC(=O)N1CCOCC1)c1ccc2c(c1)OCO2 (stereo unspecified)	-424	1	-8	-1	-11	1	-5	5
Cc1ccc(C)c(NC(=O)[C@@H]2CCCN2S(=O)(=O)c2ccccc2F)c1	8	-5	-18	-3	-2	-2	1	-8
COC(=O)C1CCN(C(=O)[C@H](C)NC(=O)C2CC(=O)N(c3ccc(F)cc3)C2)CC1 (stereo partly specified)	7	-8	19	3	0	4	1	-1
CC(Cc1ccccc1)NC(=S)CN1CCCC1=S (stereo unspecified)	2	-2	-22	12	0	0	4	-1
Cn1nc(CC(=O)Nc2ccc(N3CCN(C(=O)OC(C)(C)C)CC3)cc2)c2ccccc2c1=O	16	-7	-20	-2	-2	-2	-1	-4
CCCCNC(=O)c1ccc2c(c1)S(=O)(=O)c1ccccc1C2=O	16	0	-2	0	0	3	-11	3
CCn1c(SCc2c(F)cccc2Cl)nnc1-c1ccco1	11	-3	3	-10	1	-11	20	-3
NC(=O)CC(NC(=O)c1ccccc1)C(=O)O (stereo unspecified)	42*	-5	-14	-19	0	-6	-1	-7
Cc1ccccc1NCC(=O)N/N=C\c1ccc2c(c1)OCO2	14	-2	-12	7	1	-7	-13	8
CCOc1nc(NCc2ccco2)nc(Nc2ccccc2F)n1	15	-3	-15	0	0	-12	8	12
COc1cc(C(=O)NCCOc2cc(C)cc(C)c2)cc(OC)c1OC	9	-2	-3	0	-1	-4	4	4
CCOC(=O)c1c(C)[nH]c(C)c1C(=O)CSc1nnc(-c2ccco2)n1Cc1ccccc1	20	-4	-4	-1	-3	3	-1	12
CCCSc1nc2c(cnn2-c2ccc(F)cc2)c(=O)[nH]1	19	-6	-8	-4	1	-4	-12	1
CCC(=O)Nc1cc(C)c(NC(=O)c2ccco2)cn1	18	-3	-7	1	-1	-1	-3	-4
Nc1ccc(C#Cc2c(-c3ccsc3)oc3ccc(N4CCOCC4)cc23)cc1	i	2	-11	2	-33	-5	18	-6
CCOc1ccc(S(=O)(=O)NCc2csc(C)n2)cc1	16	0	-4	1	-1	-5	-8	-30
CCOCCc1nnc(NC(=O)C(CC)c2ccccc2)s1 (stereo unspecified)	11	-13	9	-6	0	-6	6	-4
O=C(NCC1CCCO1)c1ccccn1 (stereo unspecified)	16	-6	9	-1	1	11	2	-1
CC(=O)Nc1ccc(S(=O)(=O)N(C)CC(=O)OCC(=O)Nc2ccc3c(c2)OCO3)cc1	-17	-3	2	-5	-3	-2	-3	6
CC(C)N(C(=O)COC(=O)c1ccc([N+](=O)[O-])cc1)c1ccccc1	5	-8	4	-7	-1	-5	3	5
C=CCOC(=O)c1[nH]c2c(c1C)C(=O)CC(c1cc(OC)c(OC)c(OC)c1)C2 (stereo unspecified)	7	-3	-7	-7	-3	4	2	-3
Cc1cc(C)n2nc(SC(C)C(=O)N(C)c3ccccc3)nc2n1 (stereo unspecified)	6	-4	-2	5	0	0	10	-54
O=C(/C=C/c1c(Cl)cccc1Cl)NCc1ccco1	12	-6	-5	-5	0	-12	-13	-3
Cc1ccc(-c2nc(CS(=O)(=O)CC(=O)NC3CCCCCC3)c(C)o2)cc1	13	0	-7	-10	0	-9	-27	8
CCc1nnc(SCC(=O)N2CCCc3ccccc32)nc1CC	30	-8	21	8	-1	10	0	-1
CCCCCc1cc(=O)oc2c(C(CCN(CC)CC)c3cc(OC)c(OC)c(OC)c3)c(OC)cc(OC)c12 (stereo unspecified)	-90	8	-6	-6	-3	-7	12	24
O=C(c1cccc(C(F)(F)F)c1)c1c[nH]c(C(=O)NCC2CCCO2)c1 (stereo unspecified)	-42	0	13	-11	2	-1	-2	-1
O=C(Cc1cccs1)Nc1nc2c(s1)CCCC2	0	6	26	-2	0	-15	0	1
CCCCCNC(=O)C(C)Sc1ccc(Cl)cc1 (stereo unspecified)	13	-6	-4	0	2	2	3	-3
CC(C)Oc1ccc(C2CNC(=O)C2)cc1 (stereo unspecified)	10	-3	8	6	1	3	-2	-1
CCN(CCn1cccn1)C(=O)CCc1nnc(-c2ccccc2)o1	0	0	2	5	0	-3	-4	2
CCCc1ccc(C(=O)CCC(=O)NNC(=O)c2ccncc2)cc1	-9	-6	-14	2	2	8	-18	12
C=CCNC(=O)Cn1nc(-c2ccccc2)ccc1=O	-1	-2	-19	6	0	-1	-5	-1
COc1ccc(/C=N\NC(=O)COc2ccccc2Cl)cc1Cn1nc(C)cc1C	-7	-1	-10	-7	1	1	-9	6
O=C(NCC1COc2ccccc2O1)C1CCN(S(=O)(=O)c2ccccc2)CC1 (stereo unspecified)	1	-3	-15	5	0	-4	5	-3
CCN(CC)CCN1C(=O)C(=O)/C(=C(/O)c2c(C)[nH]c(C(=O)OC)c2C)C1c1ccccc1OC (stereo unspecified)	16	-11	-18	-9	-2	-7	-4	11
CCCC(O)(CCN1CCOCC1)c1ccc(Br)cc1 (stereo unspecified)	22	1	1	-5	1	-12	-4	6
Cc1cc(C)cc(NC(=S)Nc2cccc3cnccc23)c1	-122	5	81*	37	-5	81*	41	98*
O=S1(=O)C=C(N2CCOCC2)c2ccccc21	-3	2	4	-2	-25	11	-7	-9
Cc1cc(Cl)ccc1OCC(=O)N/N=C/c1ccncc1	12	-4	7	5	1	-5	11	5
Cc1ccccc1OCCCCN1CCCCC1	17	-6	1	-2	-1	-3	19	-7
O=C(CCc1nnc2ccc(N3CCCC3)nn12)Nc1ccc(F)c(F)c1	-20	-4	-9	11	1	-8	3	-4

The listing continues.
SMILES	SENP8 block-1	HKDC1 inh	SENP6 inh	SENP7 block	SENP1 FRET inh	SENP8 block-2	PfGluPho inh	Apaf-1 inh
COc1cc2nc(C)sc2cc1SC	19	-2	-6	-13	-5	-4	-4	5
COc1cccc(CC(=O)Nc2nc(-c3ccc(F)c(F)c3)cs2)c1	12	5	-19	4	2	-11	7	8
COc1ccc(S(=O)(=O)N2CCN=C2SCc2cccnc2)cc1	8	10	-3	12	2	7	3	-5
COc1ccc(C(=O)Nc2ccc(NC(=O)c3ccccn3)cn2)cc1	-7	3	-13	11	-3	-13	14	5
O=C(CCN1C(=O)C2CC=C(Cl)CC2C1=O)Nc1ccccc1O (stereo unspecified)	16	-5	-4	9	-1	1	-13	-6
Cc1sc2ncnc(N3CCC(C(=O)NNC(=O)c4ccc(Cl)cc4)CC3)c2c1C	-1	0	-9	1	-2	6	-10	17
Cc1cc(C(=O)N2CCN(S(C)(=O)=O)CC2)sc1-c1ccccc1	14	-9	-8	-5	2	-6	9	-7
CC1=C([N+](=O)[O-])C(c2ccccc2Cl)NC(=O)N1 (stereo unspecified)	13	-8	-14	-5	1	7	4	1
Cc1cc(C)c(OCCOCCN2CCN(C)CC2)c(Cl)c1	5	-5	-12	-7	2	15	2	-13
O=c1[nH]c2cccnc2c2ccsc12	-97	11	12	-2	-2	8	-24	-12
CCCCCC(=O)Nc1ccc(C(=O)COC(=O)c2ccccn2)cc1	8	-1	-2	2	1	10	6	1
Cc1cc(NC(=O)C2CC(=O)OC2c2ccccc2)no1 (stereo unspecified)	10	-9	1	5	2	0	-4	3
COc1ccccc1/C=C(/C(=O)OCC(N)=O)c1ccccc1	14	13	1	2	1	3	2	-2
O=C(COC(=O)COc1ccccc1[N+](=O)[O-])NC1CCCC1	15	-11	-9	-1	7	-4	-3	-10
CCOc1ccc(OCC)c(NC(=O)C2CCN(S(=O)(=O)c3ccc4c(c3)CC(C)N4C(C)=O)CC2)c1 (stereo unspecified)	12	5	-19	0	1	-9	1	17
O=C(Nc1ccc(-c2nc3ccccc3o2)c(O)c1)c1cc(-n2cnnc2)ccc1Cl	-271	-6	2	-1	-3	5	-24	16
N#Cc1c(SCC(=O)O)nc(N2CCOCC2)c2c1CCCC2	-17	-3	-28	2	3	-8	3	-6
O=C(Cn1cnc([N+](=O)[O-])n1)c1ccc(O)c(O)c1	31	-3	-4	7	1	-5	-12	-5
